Growth percent in the NCI-60 one-dose screen (48 h, 10 µM unless noted): 100 = growth as untreated, 0 = no growth, -100 = all killed.
MDA-MB-435 – MDA-MB-435 melanoma; hit rate 7.8% among 82,000
HOP-62 – HOP-62 NSCLC; hit rate 3.9% among 80,000
K-562 – K-562 leukemia; hit rate 7.4% among 78,000; AID 1794777
RPMI-8226 – RPMI-8226 leukemia cells. AID 1794781. hit rate 7.5% among 77,000
HOP-92 – HOP-92 NSCLC cells; hit rate 6.3% among 71,000
SR – SR leukemia cells | AID 1794780 | hit rate 8.7% among 73,000
CCRF-CEM – CCRF-CEM leukemia; hit rate 7% among 77,000
MOLT-4 – MOLT-4 leukemia cells; hit rate 6.9% among 80,000; AID 1794779
* = called active by the depositor; nt = not tested or not shown; & = joins results of further samples. Rule for the calls: active = growth percent below 10; inactive = the rest.

SMILES	MDA-MB-435	HOP-62	K-562	RPMI-8226	HOP-92	SR	CCRF-CEM	MOLT-4
N#CCCN(NC(=O)OCc1ccccc1)C(=O)OCc1ccccc1	105	120	106	110	nt	107	99	97
Cc1ccc2[nH]c(=O)cc(C)c2c1	99	109	105	100	94	105	109	109
O=C1/C(=C\c2cccc([N+](=O)[O-])c2)Sc2ccc(Cl)cc21	65	100	90	nt	57	45	100	97
O=C(Nc1cccc(-n2cc(-c3ccncc3)c(-c3ccc(O)c(Cl)c3)n2)c1)c1ccc(N2CCOCC2)c(C(F)(F)F)c1	54	42	3.2*	-18*	nt	18	20	40
C[Si](C)(C)C(c1ccccc1)c1ccccc1	92	105	87	92	nt	87	79	82
O=C(Nc1ccccc1O)c1ccc(-c2ccc(Cl)cc2Cl)o1	97	94	47	74	80	49	75	66
Oc1cccc2c1NCCC2	15	25	13	15	-17*	27	19	28
Nc1c(OS(=O)(=O)c2ccccc2)cccc1OS(=O)(=O)c1ccccc1	109	103	96	88	nt	80	89	88
Cn1cc(-c2cc(N)n3nc(-c4c[nH]c5ccccc45)cc3n2)c2cccnc21	5.6*	63	6.1*	-28*	nt	-33*	-22*	-29*
NC(=O)C(=O)c1ccccc1NC=O	101	87	92	105	83	113	99	108
O=C(/C=C(O)/C=C/c1ccc(F)c(F)c1F)/C=C/c1ccc(F)c(F)c1F	108	101	80	98	93	92	84	93
COc1ccc(C(=O)CC2c3ccccc3NC(=O)N2Cc2ccccc2)cc1OC (stereo not given)	107	98	92	110	93	92	104	94
Cc1ccc([C@H]2c3[nH]c4ccccc4c3C[C@H]3C(=O)N(CCCCCCC(=O)NO)CC(=O)N23)cc1	38	53	20	3.0*	nt	11	15	11
CC[C@H](C)[C@@H](C(=O)OC)n1cc(CNC(=O)[C@H](Cc2ccccc2)NC(=O)OCc2ccccc2)nn1	98	100	83	80	92	91	84	69
Nc1cc2c([nH]c[n+]2CC#CCCl)c(SCC#CCCl)n1	-34*	-63*	5.5*	-2.2*	-40*	nt	8.9*	-1.5*
COc1cccc(/C=C/C(=O)c2cc3c(N)c(C(=O)Nc4cccc(Cl)c4C)sc3nc2C)c1	-20*	-24*	11	-33*	20	7.9*	7.2*	14
O=C(NOCCO)c1ccc2cncn2c1Nc1ccc(I)cc1F	47	36	38	73	-20*	57	77	85
COc1ccc(-n2nc(C)c3c(Oc4ccc(NC(=O)Nc5ccc(Cl)c(C(F)(F)F)c5)cc4)ncnc32)cc1	102	104	101	93	105	112	102	100
OC[C@@H](O)[C@@H](O)CO	100	126	nt	118	101	82	100	95
CC1(C)N=C(Oc2cc(Cl)cc(Cl)c2)NC(=S)N1	103	106	100	117	108	nt	109	46
CC(C)(C)c1cc(=O)[nH]c(SCC(=O)NCCc2ccc(S(N)(=O)=O)cc2)n1	110	99	103	110	118	119	110	111
CCOC(C)(c1ccc(Cl)cc1)C1CCNCC1 (stereo not given)	109	93	65	114	85	88	109	82
Cc1nc2c(-c3ccc(Cl)cc3)nc3ccc(Cl)cc3c2c(=O)n1N	92	108	86	95	93	95	85	96
CNS(=O)(=O)c1ccc(OCCOc2ccc(S(=O)(=O)NC)cc2)cc1	112	94	92	91	94	96	99	102
COC(=O)c1nc2cc(Cl)ccc2nc1C(F)(F)F	120	98	84	80	87	92	96	96
O=[N+]([O-])CC(c1ccco1)c1c[nH]c2ccccc12 (stereo not given)	97	94	88	100	95	96	94	109
COc1cccc(-c2nc3sccn3c2-c2ccnc(NCCCNS(=O)(=O)c3ccc(F)cc3)n2)c1	25	82	17	17	61	29	25	23
CN(C)Cc1ccc(NC(=O)c2cncc(C#Cc3cnc(N)c4ncccc34)c2)cc1C(F)(F)F	-75*	80	-26*	-40*	74	-4.8*	-6.1*	44
COc1ccc(C2C=C(c3ccc(Cl)c(Cl)c3)N=C3SC(C)=CN32)cc1 (stereo not given)	91	100	83	18	99	9.8*	83	79
CCCCN(C=O)CCCC	96	115	100	96	91	91	94	104

Of the compounds above, these have an aryl thioether with sulfur outside any ring:
SMILES	MDA-MB-435	HOP-62	K-562	RPMI-8226	HOP-92	SR	CCRF-CEM	MOLT-4
Nc1cc2c([nH]c[n+]2CC#CCCl)c(SCC#CCCl)n1	-34*	-63*	5.5*	-2.2*	-40*	nt	8.9*	-1.5*
CC(C)(C)c1cc(=O)[nH]c(SCC(=O)NCCc2ccc(S(N)(=O)=O)cc2)n1	110	99	103	110	118	119	110	111

Carrying on.
SMILES	MDA-MB-435	HOP-62	K-562	RPMI-8226	HOP-92	SR	CCRF-CEM	MOLT-4
CCOC(=O)C1=C(N)Oc2c(sc3c(C)cccc23)C1c1ccc(OC)cc1 (stereo not given)	nt	34	11	nt	66	29	24	29
Cc1ccc2cc3c(NC(=O)c4cccnc4)nn(C)c3nc2c1	95	101	86	76	81	96	72	94
N#CC1=C(N)Oc2c(c(=O)[nH]c3ccc(Cl)cc23)C12C(=O)c1ccccc1C2=O	93	88	126	96	99	101	107	116
CCCC(C(C)=O)C(C)=O	98	105	114	104	107	nt	97	105
COc1cc(-c2csc(Nc3cc(NCCCN4CCN(C)CC4)nc(C)n3)n2)cc(OC)c1OC	93	68	60	57	35	66	77	74
O=C(Nc1cc(C(F)(F)F)cc(C(F)(F)F)c1)Nc1cc(Cl)ccc1-c1nn[nH]n1	100	101	79	84	77	116	91	84
Nc1ccc(S(=O)(=O)c2ccc(N)nc2)cc1	119	105	102	nt	nt	90	nt	99
CC(=O)N1CCN(c2cc3c(cc2F)c(=O)c(C(=O)NO)cn3C2CC2)CC1	107	89	100	103	118	98	nt	99
COc1ccc(NC(=O)[C@H](C)NC(=O)OC(C)(C)C)cc1C(=O)Nc1cccc(-c2cc(=O)c3c(OC)c(OC)c(OC)cc3o2)c1	7.4*	-18*	11	-39*	-50*	8.5*	3.7*	7.8*
N=C(N)c1ccc(-c2ccc(-c3ccc(Cl)c(Cl)c3)o2)cc1	-42*	42	-30*	nt	59	-14*	-25*	-31*
Nc1nc(-c2ccccc2)c(N=Nc2ccccc2Cl)s1	89	94	76	95	68	82	84	70
O=C1N=c2ccccc2=C1c1sc(N2CCCCC2)nc1O	102	96	106	98	83	104	98	103
O=C(C[n+]1ccc2ccccc2c1)c1ccc(Cl)cc1	101	78	98	103	85	98	104	98
O=C(NNC(=S)NC1CCCCC1)c1ccc(OCc2nc3ccc(Cl)cc3[nH]2)cc1	60	79	41	19	78	47	33	25
O=C1/C(=C/c2ccccn2)Nc2cc3c(cc21)OCO3	109	110	97	nt	81	nt	111	110
O=C1NC(=O)C(Cn2cnc3ccccc32)N1 (stereo not given)	100	102	106	100	97	nt	102	100
N#Cc1ccc2cc(-c3ccc(Br)cc3)c(C(=O)c3ccc(Br)cc3)n2c1	102	96	80	92	99	102	97	92
O=C(/C=C/c1cccc(O)c1)c1cccc(-n2cc(-c3ccc(Cl)cc3)[nH]c2=O)c1	-9.5*	nt	-18*	-53*	-36*	nt	-4.8*	-29*
O=C(Nc1ccc(-n2ccc3c(NC(=O)c4ccccc4)ncnc32)cc1)Nc1cccc(Cl)c1Cl	-4.3*	-32*	13	10	-21*	22	17	25
CCCCCC(=O)Oc1ccccc1OC	114	100	112	98	97	97	108	93
Cc1ccc(N=C2NC(=O)CS2)c(C)c1	106	101	108	104	114	109	106	97
O=C(CSc1nc2ccccc2c(=O)[nH]1)NNC(=O)c1ccccc1Br	98	105	99	101	99	107	112	114
Cc1ccc(/C=C/C(=O)c2ccc(F)cc2)s1	52	103	38	19	64	10	8.1*	12
CCCCCCCCCCC/C=N/Nc1ccc([N+](=O)[O-])cn1	103	115	99	100	nt	101	108	107
CCOC(=O)C1CCNC(=O)C1=O (stereo not given)	113	112	109	97	102	89	94	97
CCCc1n(Cc2ccc3ccccc3n2)cc[n+]1Cc1ccc2ccccc2n1	7.6*	52	13	-11*	16	13	36	23
CC(=O)Nc1nnc(S(N)(=O)=O)s1	112&113	118&93	103&101	84	89&87	87	82&101	96
C=COC=O	101	107	84	100	nt	91	96	90
CCCCC/C(=C\c1ccccc1)C1OC(C)CC(C)(C)O1 (stereo not given)	103	95	98	104	97	102	101	100
CCOC(=O)c1c(N2CCN(C)CC2)[nH]c(=O)c(C=Nc2ccc(Cl)cc2)c1O	74	76	52	87	73	152	83	88
c1ccc(NN(Cc2ccncc2)c2ccccc2)cc1	105	97	114	98	nt	111	95	101
Cc1nc2ccccc2c(/C=C/c2ccc(Br)cc2)c1C(=O)c1ccccc1	97	96	68	72	66	89	92	78
Nc1nc(N)c2[nH]c(=S)[nH]c2n1	110	104	nt	106	100	nt	nt	nt
O=C(Nc1cccc(Cl)c1)Nc1nc2ccc(-c3ccsc3)cc2s1	78	81	nt	50	93	nt	30	nt
CCCN(CCC)CCCOC(=O)c1ccc(N)cc1	107	105	101	99	98	97	102	95
CCCc1cc(=O)[nH]c(=S)[nH]1	100	119	108	119	100	105	112	99
CC1C/C(=C\c2ccc(N)cc2)C(=O)O1 (stereo not given)	108	109	108	105	115	106	96	95
Cc1c(Cl)cccc1NC=O	99	110	98	103	98	95	105	96
O=[N+]([O-])c1ccc(Oc2nc(Nc3ccc(O[C@H]4CO[C@H]5[C@@H]4OC[C@@H]5O)c(Cl)c3)ncc2F)c(Cl)c1	11	23	22	nt	-7.8*	11	25	-3.7*
COc1cccc(-c2nn(C(C)(C)C)cc2-c2ccnc(NCCNS(=O)(=O)c3cccc4ccccc34)c2)c1	101	96	98	96	109	nt	94	101
COc1ccc(/C=N/Nc2nc(-c3no[n+]([O-])c3C)cs2)cc1	100	104	102	89	105	107	95	101
Cc1c(S(=O)(=O)O)cc(Br)c(O)c1Br	104	97	107	103	nt	105	92	104
O=c1[nH]c2cc(-c3ccc4ncnc(N5CCc6cc(F)c(Cl)cc65)c4c3)cnc2[nH]1	96	89	92	97	80	80	106	105
OCC(O)C(O)C(O)C(O)c1nc2ccccc2s1 (stereo not given)	118	94	97	106	98	97	101	91
COc1cc(C2Nc3c(c(C(C)(C)C)nn3-c3ccccc3)C(=O)CS2)cc(OC)c1OC (stereo not given)	101	101	nt	15	nt	83	91	85

Exported as a markdown table: part of the list above.
| Molecule | MDA-MB-435 | HOP-62 | K-562 | RPMI-8226 | HOP-92 | SR | CCRF-CEM | MOLT-4 |
| --- | --- | --- | --- | --- | --- | --- | --- | --- |
| Cc1c(S(=O)(=O)O)cc(Br)c(O)c1Br | 104 | 97 | 107 | 103 | nt | 105 | 92 | 104 |
| COc1ccc(/C=N/Nc2nc(-c3no[n+]([O-])c3C)cs2)cc1 | 100 | 104 | 102 | 89 | 105 | 107 | 95 | 101 |
| O=C(Nc1cccc(Cl)c1)Nc1nc2ccc(-c3ccsc3)cc2s1 | 78 | 81 | nt | 50 | 93 | nt | 30 | nt |

(list continues)
SMILES	MDA-MB-435	HOP-62	K-562	RPMI-8226	HOP-92	SR	CCRF-CEM	MOLT-4
O=C1/C(=C/c2ccc3c(c2)OCO3)C(=S)SN1Cc1ccco1	80	102	74	93	94	27	78	98
O=C(O)c1ccc2c3ccc(C(=O)O)c4c(C(=O)O)ccc(c5ccc(C(=O)O)c1c25)c43	101	92	113	135	112	104	111	106
COc1ccc(/C(C)=C(\c2ccc(Cl)cc2)c2ccc(OCCN3CCCC3)cc2)cc1F	32	-18*	-1.7*	nt	66	-23*	31	-5.3*
CC1=NCCc2ccccc21	97	99	114	105	101	109	108	101
COc1ccc(/C=C/c2nc3ccccc3c(=O)n2-c2ccc(C#Cc3ccc(C(C)(C)C)cc3)cc2C)c(OC)c1	92	112	64	52	nt	42	76	77
COc1ccc(S(=O)(=O)NCCNc2nccc(-c3c(-c4ccc(O)cc4)nc4sccn34)n2)cc1	105	113	85	94	82	nt	93	74
O=S(=O)(Cc1ccccc1)NC1c2ccccc2Oc2ccccc21	101	113	89	92	97	78	81	86
NC(N)=N/N=C/c1cc(Br)ccc1O	110	110	nt	81	105	91	91	80
O=C(NC1=Nc2ccccc2C(=O)NN1)c1ccccc1	108	100	98	98	116	92	102	95
C=C(C)[C@@H]1CC[C@]2(C(N)=O)CC[C@]3(C)[C@H](CC[C@@H]4[C@@]5(C)C/C(=C/c6ccco6)C(=O)C(C)(C)[C@@H]5CC[C@]43C)[C@@H]12	98	98	80	85	103	nt	93	80
CCCSc1nc(NC2CC2)c(C#N)c(-c2ccccc2)n1	110	92	95	97	83	93	99	103
CCO/C=N/C1=C(C#N)C(c2ccc(OC)cc2)c2sc3c(CC)cccc3c2O1 (stereo not given)	-39*	55	15	13	nt	20	22	27
COc1ccc2c(C3NNC(=S)N3)cc(=O)oc2c1 (stereo not given)	107	100	97	98	103	103	102	104
CCN(CC)CCOC(=O)Nc1cc(Cl)cc(Cl)c1	101	98	82	85	76	90	96	99
C/C(CCC(=O)O)=N\NC(N)=O	104	100	111	105	87	106	nt	120

5 compounds drawn at random from those above:
SMILES	MDA-MB-435	HOP-62	K-562	RPMI-8226	HOP-92	SR	CCRF-CEM	MOLT-4
COc1ccc(/C=C/c2nc3ccccc3c(=O)n2-c2ccc(C#Cc3ccc(C(C)(C)C)cc3)cc2C)c(OC)c1	92	112	64	52	nt	42	76	77
C/C(CCC(=O)O)=N\NC(N)=O	104	100	111	105	87	106	nt	120
CCCSc1nc(NC2CC2)c(C#N)c(-c2ccccc2)n1	110	92	95	97	83	93	99	103
COc1ccc2c(C3NNC(=S)N3)cc(=O)oc2c1 (stereo not given)	107	100	97	98	103	103	102	104
O=S(=O)(Cc1ccccc1)NC1c2ccccc2Oc2ccccc21	101	113	89	92	97	78	81	86

Continued.
SMILES	MDA-MB-435	HOP-62	K-562	RPMI-8226	HOP-92	SR	CCRF-CEM	MOLT-4
CCNC(COC(=O)c1ccc([N+](=O)[O-])cc1)C1CCCCC1 (stereo not given)	97	nt	104	97	99	98	100	104
O=C(NCn1c(=O)[nH]c2ccccc2c1=O)Nc1nc2ccccc2s1	71	68	64	49	nt	62	76	61
CCCSc1cc(Cl)nc(N)n1	106	104	106	90	94	17	102	79
Cc1cccc(NC(=O)Oc2ccc(Cl)cc2C(=O)c2ccccc2)c1	112	102	100	104	nt	91	nt	nt

Not a hit list. Share with any hit: about 14%.
